Assay outcomes as filed in PubChem.
Menin-MLL TR inh = inhibitors of human menin-MLL interaction, mutant MLL peptide; Menin + Texas Red MLL mutant peptide, fluorescence polarization; O00255; AID 1768; actives 0.23% (n = 270,000); Potency, µM (highest dose often 61.6 µM), for the others: at the top dose FP activity change, negative = inhibition, hits mostly inhibitors; active = well fitted inhibition curve with a large enough effect in the polarisation, with a control signal flat, not every such curve was filed as active; inconclusive = small, poorly fitted or top-dose-only effect, or effect the other way, or a change in a side signal; inactive = no such curve, though single readings can be large or run the other way; the % refers to the polarisation; also: potency is read from the fitted curve at half-maximal effect; % of control where 0% means no effect; many of its hits are not listed in these tables
FLuc modulator = counter-screen for miR-21 project: firefly luciferase inhibitors or activators. P08659. purified FLuc, Km substrates, luminescence inhibition. Potency, µM (titrated, usually from 57.5 µM), without a hit: at the highest dose activity change, negative = inhibition, usual class: inhibitors. actives 6.9% (n = 360,000). AID 588342;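 also: potency is read from the fitted curve at half-maximal effect; plate controls were vehicle for no effect and reference inhibitor for full effect; nearly all actives have a fitted effect of over 55% in size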
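Purified P. pyralis luciferase, 10 nM final, with Km-level 10 uM D-luciferin and 10 uM ATP in 50 mM Tris acetate pH 7.5, 10 mM Mg acetate, 0.01% Tween-20, 0.05% BSA; 6-point qHTS titration about 60 µM downward; luminescence read.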
RORg inh = blocks mouse ROR gamma transcriptional activity; Drosophila S2 Gal4-RORgamma UAS-luciferase reporter, 20 h; Potency, µM (doses to about 53.6 µM), for the others: top-dose activity change, negative = inhibition, most hits filed as inhibitors; actives 5.4% (n = 310,000); AID 2551; also: potency is read from the fitted curve at half-maximal effect; % is scaled to controls: 0 for no effect and ±100 for the full control effect; nearly all actives have a fitted effect of over 60% in size
Target sequence (P51450 whole entry, looked up, the tested form may be a part): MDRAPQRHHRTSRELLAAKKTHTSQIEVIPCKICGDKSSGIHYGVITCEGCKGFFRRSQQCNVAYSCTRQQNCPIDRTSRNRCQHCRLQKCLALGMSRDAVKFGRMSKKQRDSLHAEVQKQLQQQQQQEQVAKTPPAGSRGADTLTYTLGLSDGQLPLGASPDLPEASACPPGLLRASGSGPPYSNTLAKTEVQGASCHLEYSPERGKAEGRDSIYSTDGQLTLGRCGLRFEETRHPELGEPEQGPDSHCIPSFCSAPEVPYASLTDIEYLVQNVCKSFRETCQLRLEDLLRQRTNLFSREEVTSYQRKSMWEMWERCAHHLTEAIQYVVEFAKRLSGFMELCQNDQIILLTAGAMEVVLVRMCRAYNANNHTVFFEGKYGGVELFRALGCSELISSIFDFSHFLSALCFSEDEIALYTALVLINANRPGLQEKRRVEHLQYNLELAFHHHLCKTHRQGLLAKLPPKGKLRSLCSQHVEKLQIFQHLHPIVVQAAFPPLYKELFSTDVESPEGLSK
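Schneider cells (Drosophila), stable Gal4 DBD–ROR gamma + UAS-luc; 1 hr cmpd preincubation; Cu2+ induction 700 uM final; 20 hr ambient; luminescence.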
VP16 counter = counter-screen for ROR gamma inhibitors: Gal4-VP16 reporter; Drosophila S2 Gal4-VP16 UAS-luciferase, luminescence, 20 h; actives 3.5% (n = 310,000); Potency, µM (top dose mostly 53.6 µM), for inactives: top-dose activity, negative = inhibition, usual class: inhibitors;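 also: Gal4-VP16 expression switched on by copper sulfate through the metallothionein promoter; potency is read from the fitted curve at half-maximal effect; % is scaled to controls: 0 for no effect and ±100 for the full control effect; nearly all actives have a fitted effect of over 50% in size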
KCNH2 3.1 block = KCNH2 3.1 (human) potassium channel inhibition. activity change, % (tested at about 1.8 µM). U2OS KCNH2 3.1, thallium flux FluxOr; active compounds read low. AID 720553. actives 0.95% (n = 340,000);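 active = maximum activity change below -70%; inconclusive = maximum activity change from -70% to -50%; inactive = maximum activity change above -50%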;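 also: thallium influx rate constant from kinetic fluorescence after stimulation buffer; % is scaled to controls: 0 for no effect and ±100 for the full control effect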
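Steps: virus added to U2OS suspension (4 h, RT, dark); medium with 10% FBS added, cells plated, 37 C overnight; FluxOr/Red40 loading buffer 45 min RT; stimulation buffer, 2 min kinetic read; rate constant normalized.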
Rab9 promoter act = Rab9 promoter activation; Huh7 Rab9 promoter-luciferase reporter, luminescence, 24 h; Potency, µM (top dose mostly 9.22 µM), without a hit: at the highest dose activation, negative = inhibition, usual class: activators; actives 2.8% (n = 320,000); AID 485297; also: potency is read from the fitted curve at half-maximal effect; % of control where 0% means no effect; nearly all actives have a fitted effect of over 60% in size
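Luminescence read-out: Huh7 cells stably expressing Rab9-luciferase, treated 24 h with compound at 37 °C, then lysed with luciferase reagent for 10 min at ambient before reading.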
MBNL1 CUG block = blocks human MBNL1 binding to CUG repeat RNA; Q9NR56; TR-FRET MBNL1-His/biotin-(CUG)12 binding, 665/545 ratio; Potency, µM (doses to about 57.5 µM), for inactives: top-dose activity change, negative = inhibition, most hits filed as inhibitors; actives 0.036% (n = 280,000); AID 2675; active = well fitted inhibition curve with a large enough effect in the signal ratio, with a control signal flat, not every such curve was filed as active; inconclusive = small, poorly fitted or top-dose-only effect, or effect the other way, or a change in a side signal; inactive = no such curve, though single readings can be large or run the other way; the % refers to the signal ratio; also: potency is read from the fitted curve at half-maximal effect; % is scaled to controls: 0 for no effect and ±100 for the full control effect
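Compounds (final 92 nM to 58 uM) are added to His-tagged MBNL1 and biotin-(CUG)12, then terbium anti-His antibody and streptavidin-XL665 (5 nM final). After 60 min at room temperature, the 665/545 nm ratio is read.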
ELG1 repair inh = blocks ELG1-dependent DNA repair in HEK293T cells | HEK293T ELG1-luciferase reporter, luminescence, 16 h; DNA damage induced by 5-fluorouridine | actives 2.3% (n = 330,000) | Potency, µM (series often up to 46.1 µM), without a hit: at the highest dose activity change, negative = inhibition, hits mostly inhibitors | AID 504467; also: potency is read from the fitted curve at half-maximal effect; % is scaled to controls: 0 for no effect and ±100 for the full control effect; nearly all actives have a fitted effect of over 55% in size
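5-Fluorouridine DNA damage + compound/DMSO, 2,000 cells/well, 16 h, 37 °C/5% CO2. ONE-Glo, 30 min RT, luminescence. Readout = decrease in reporter signal.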
PKM2 act = PKM2 (human) enzyme activation; Potency, µM (highest dose often 57.5 µM), without a hit: at the highest dose activation, usual class: activators; AID 1631; actives 0.34% (n = 260,000); purified PKM2, Kinase-Glo ATP luminescence, activation; response scale: 0% is enzyme alone, no compound; P14618; also: potency is read from the fitted curve at half-maximal effect; % is scaled to controls: 0 for no effect and ±100 for the full control effect; nearly all actives have a fitted effect of over 55% in size
Target sequence (P14618 whole entry, looked up): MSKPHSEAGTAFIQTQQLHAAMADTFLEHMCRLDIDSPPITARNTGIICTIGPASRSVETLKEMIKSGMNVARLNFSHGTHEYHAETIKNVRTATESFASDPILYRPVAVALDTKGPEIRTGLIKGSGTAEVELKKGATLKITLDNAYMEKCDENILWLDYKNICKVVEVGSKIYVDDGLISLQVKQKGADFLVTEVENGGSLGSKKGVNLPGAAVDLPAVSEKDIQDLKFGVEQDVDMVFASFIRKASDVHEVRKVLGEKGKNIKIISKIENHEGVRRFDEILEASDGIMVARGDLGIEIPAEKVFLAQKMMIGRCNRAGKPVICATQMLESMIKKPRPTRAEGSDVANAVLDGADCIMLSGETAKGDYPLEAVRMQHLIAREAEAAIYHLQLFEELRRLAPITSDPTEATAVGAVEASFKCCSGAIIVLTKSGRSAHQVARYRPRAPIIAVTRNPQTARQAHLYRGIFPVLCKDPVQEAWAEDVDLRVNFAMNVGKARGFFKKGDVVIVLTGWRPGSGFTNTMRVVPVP
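Kinase-Glo luminescence reports ATP generated from ADP (0.1 mM) and PEP (0.5 mM) by purified hPK-M2 after 1 h at room temperature, pH 7.2 imidazole buffer; intermediate enzyme activity allows detecting inhibitors and activators.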
Mito fusion act = blocks mitochondrial division or promotes mitochondrial fusion. S. cerevisiae fusion-defective mutant growth rescue, CellTiterGlo 48 h. Potency, µM (highest dose often 46.1 µM), without a hit: top-dose growth rescue (activation), usual class: activators. actives 0.23% (n = 320,000);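 also: potency is read from the fitted curve at half-maximal effect; % of control where 0% means no effect; nearly all actives have a fitted effect of over 45% in size; temperature-sensitive fusion mutants such as fzo1-1 at 37 °C on non-fermentable ethanol glycerol medium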
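Growth-rescue viability read-out: after 48 h at the non-permissive 37C in glycerol/ethanol YPEG, yeast mitochondrial fusion mutants are measured by CellTiterGlo luminescence; compounds (23 nl pinned per well) restoring growth score as division inhibitors or fusion activators.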
NPC1 prom act = activates the NPC1 promoter. Huh7 NPC1 promoter luciferase reporter, 24 h. Potency, µM (highest dose often 9.22 µM), for inactives: at the highest dose activation, hits mostly activators. actives 2.4% (n = 320,000). AID 485313;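 also: potency is read from the fitted curve at half-maximal effect; % of control where 0% means no effect; nearly all actives have a fitted effect of over 60% in size; reporter is driven by a mutant NPC1 promoter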
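Readout is luciferase luminescence, reflecting NPC1 promoter activation in stably transfected Huh7 cells after 24 h compound exposure at 37 °C in reduced-serum medium with 10% FBS.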
Starred values were filed as active, the others as inactive; ? = inconclusive; · = no result given; [ ] = remark or other dose. Unless noted, calls follow the shape of the dose curve; as a rule, active = well fitted curve in the direction sought with a large enough effect; inconclusive = small, poorly fitted or top-dose-only effect, or another doubt; inactive = no such curve, though single readings can be large; an effect the other way counts as inactive or inconclusive. A portion of the library; count on the stated rates, not on these rows.

Results follow in this order: FLuc modulator	Menin-MLL TR inh	MBNL1 CUG block	ELG1 repair inh	VP16 counter	NPC1 prom act	PKM2 act	RORg inh	KCNH2 3.1 block	Rab9 promoter act	Mito fusion act
#1 COc1cc(OC)cc(C(=O)NCCNC(=O)c2ccccn2)c1
→ 0.1%	-3.6%	3.0%	-0.2%	1.6%	0.8%	·	-16.9%	-14.3	2.5%	1.7%
#2 COc1ccc(C2=NS(=O)(=O)N(C)C(C(=O)NCc3ccc4c(c3)OCO4)=C2)cc1
→ ?	31.0%[activator]	?	-0.1%	-5.1%	-3.8%	0.9%	0.0%	-6.7	12.9%	12.5%
#3 O=[N+]([O-])c1cccc(NN=Nc2ccccc2)c1
→ 10.7µM*	?	?	?	5.2%	?	·	11.3%	-26.2	?	-42.2%[inhibitor]
#4 O=C(Nc1cc(S(=O)(=O)N2CCOCC2)ccc1N1CCCC1)c1ccc(Cl)cc1
→ -19.0%	·	·	8.3%	·	-8.1%	·	·	-14.4	-0.1%	12.4%
#5 Cc1ccccc1N1CCN(S(=O)(=O)c2nnc(NC(=O)c3ccco3)s2)CC1
→ -0.6%	?	0.9%	9.2%	-10.2%	-0.6%	0.8%	14.6%	-2.2	-2.3%	-29.9%
#6 Nc1nc(N2CCN(C(=O)c3ccco3)CC2)nc2ccc(Br)cc12
→ 9.53µM*	9.7%	-4.0%	?	-9.2%	2µM*	4.7%	27.9%	-89.0*	1.12µM*	3.7%
#7 COc1ccc(CCN(C)Cc2c(O)ccc3cc(Br)ccc23)cc1OC
→ -1.4%	25.2%	15.3%	-1.5%	-15.1%	-2.5%	·	2.5%	-17.2	-8.6%	3.6%
#8 O=C(COC(=O)c1cccc(Cl)c1)Nc1cc(Cl)ccc1Oc1ccccc1
→ 2.5%	1.0%	-3.8%	4.0%	?	-4.3%	-5.4%	28.3%	·	1.8%	2.2%
#9 CCC(CC)NC(=O)CN1CCN(S(=O)(=O)c2cccs2)CC1
→ -0.7%	·	·	14.7%	·	1.1%	·	·	-22.1	-5.7%	7.4%
#10 Clc1cccc(-c2ccc(C=Nc3ccc(N4CCOCC4)cc3)o2)c1
→ 10.7µM*	1.1%	19.5%	2.8%	?	3.1%	-0.6%	-5.6%	-3.2	-11.4%	0.4%
#11 Cn1c(SCC(=O)c2ccccc2)ncc(C(=O)Nc2ccccc2)c1=O
→ -19.8%	·	·	23.7%	·	-1.8%	·	·	2.0	4.3%	0.5%
#12 CCCCN1C[C@H](Cc2ccccc2)[C@@H](CC(=O)NCc2ccc(OC)cc2)C1=O
→ 2.5%	-10.3%	-8.4%	-12.2%	0.0%	-0.9%	1.9%	25.0%	2.7	0.1%	1.3%
#13 CC(C)CN(C1CCS(=O)(=O)C1)S(=O)(=O)c1ccc2ccccc2c1 (stereo unspecified)
→ 13.4%	·	·	1.1%	·	-4.5%	·	·	6.8	-4.3%	2.8%
#14 CC(C)OC(=O)CCC1(C(=O)O)CCC(=O)NC1 (stereo unspecified)
→ 3.1%	-3.3%	-1.6%	13.2%	-4.7%	0.5%	-2.9%	-1.9%	-0.9	-1.7%	-2.0%
#15 CCOc1cc(C=C(C#N)C#N)ccc1Oc1ccc([N+](=O)[O-])cn1
→ 7.1%	13.4%	?	8.0%	7.0%	0.9%	-1.3%	11.6%	7.3	-1.1%	3.6%
#16 CCc1ccc(/C=C2/SC(=S)N(CC(=O)Nc3nc4ccccc4s3)C2=O)cc1
→ ?	?	7.0%	?	-26.1%	-1.7%	6.8%	?	-9.2	4.8%	0.5%
#17 O=C(Nc1cccnc1)c1ccc2c(c1)C(=O)N(Cc1cccnc1)C2=O
→ 2.9%	-1.7%	?	7.3%	5.4%	2.9%	-5.1%	2.5%	?	4.1%	0.0%
#18 Cc1ccc2c(c1)NC(=O)[C@@]1(C)[C@@H](c3ccccc3)[C@H]3COc4ccccc4[C@@H]3N1C2=O
→ -1.9%	·	·	-5.8%	·	-1.9%	·	·	-5.6	-3.4%	26.8%
#19 O=C(O)c1ccc2c(c1)OCCOCCOCCOCCOCCO2
→ 0.3%	-1.6%	-1.4%	14.4%	-3.0%	-5.8%	·	-12.4%	1.9	0.5%	1.2%
#20 CCN(CC)CCN(C)c1ccc(N2C(=O)C3CC=CCC3C2=O)cc1[N+](=O)[O-] (stereo unspecified)
→ -0.5%	-1.2%	?	?	-11.5%	0.3%	-15.4%	-36.9%	-17.1	-0.5%	7.4%
#21 CC(OC(=O)Cc1c(F)cccc1Cl)C(=O)NC1(C#N)CCCCC1 (stereo unspecified)
→ -1.9%	·	·	-1.7%	·	0.6%	·	·	-1.7	-5.4%	5.1%
#22 Cc1ccccc1-n1cc(CNCc2c(C(=O)N(C)C)nc3ccc(Cl)cn23)cn1
→ -4.6%	0.4%	-2.8%	-16.2%	-0.6%	1.2%	-7.0%	20.6%	-0.3	0.7%	5.9%
#23 O=C(N/N=C/c1sc(N2CCOCC2)nc1-c1ccccc1)c1ccccc1Cl
→ -15.3%	3.5%	6.6%	0.0%	-7.0%	-3.3%	13.8%	0.0%	5.7	-4.7%	-5.0%
#24 Cc1c(C(=O)O)oc2c1C(O)CCC2 (stereo unspecified)
→ 3.1%	19.7%	2.6%	8.3%	-2.6%	-1.9%	0.3%	-29.7%	-9.3	-0.5%	-2.2%
#25 O=C(NCc1cccnc1)C(=O)NC1CCCCC1
→ -1.1%	5.2%	5.5%	-4.0%	-8.9%	1.0%	0.2%	?	11.5	-1.1%	-6.6%
#26 NNC(=O)CN1CCN(c2ncc(C(F)(F)F)cc2Cl)CC1
→ -1.9%	-8.3%	-2.4%	-12.6%	-1.8%	-1.1%	0.8%	2.0%	-21.0	-1.9%	2.2%
#27 CCN(CC)C(=O)CSc1nnc([C@@H](N)Cc2ccccc2)o1
→ 2.3%	-8.6%	-9.2%	0.8%	2.1%	-2.4%	25.7%	6.8%	7.1	-1.2%	-1.9%
#28 O=C(Nc1ccc(F)c(F)c1)c1cc(S(=O)(=O)N2CCN(c3ccccn3)CC2)ccc1F
→ 1.4%	7.8%	-8.1%	16.4µM*	-4.6%	-0.8%	9.0%	31.2%	-78.5*	-1.9%	-0.4%
#29 COc1ccccc1Sc1nc(-c2ccccn2)ncc1OC
→ -1.3%	-20.3%	·	23.1µM*	?	19.0%	3.8%	7.94µM*	6.2	-2.6%	12.6%
#30 CC1=Nc2ccccc2N=C(NC(=O)c2ccccc2)C1c1ccc(Cl)cc1 (stereo unspecified)
→ 6.0%	?	-16.7%	?	-4.6%	-9.3%	6.8%	6.9%	3.1	0.2%	18.2%
#31 COCC(=O)Nc1ccccc1C#N
→ 7.9%	4.1%	1.7%	-3.7%	11.2%	-1.8%	4.3%	-5.5%	3.8	0.4%	-3.9%
#32 COc1ccc2cc(-c3[nH]ncc3CNCCn3nc(C)cc3C)ccc2c1
→ ?	-15.0%	12.4%	?	-10.5%	4.0%	3.1%	-38.5%	-6.0	2.0%	3.0%
#33 CCCCCCCCCCCC(=O)c1c(O)cccc1O
→ ?	47.4%[activator]	-4.9%	0.6%	7.2%	-0.7%	-6.1%	4.3%	-3.7	-2.6%	-6.8%
#34 O=C(COC(=O)CCNS(=O)(=O)c1cccs1)Nc1cc(C(F)(F)F)ccc1Cl
→ -0.3%	·	·	?	·	1.0%	·	·	-7.8	-12.2%	4.7%
#35 CCN(CC)c1ccc(/C=N/N2CCN(c3ccccn3)CC2)cc1
→ 0.4%	·	·	19.5%	-1.2%	4.5%	-0.3%	5.3%	-2.3	-2.5%	2.6%
#36 CCCC(=O)Nc1c(-c2ccc(C)cc2)c(=O)c2ccccc2n1C
→ -1.0%	11.7%	1.0%	-1.3%	2.3%	-2.0%	·	0.4%	-3.4	1.1%	10.3%
#37 CN(CC(=O)Nc1ccc(C#N)cc1)CC(=O)Nc1ccc(N2CCOCC2)cc1
→ -8.7%	3.2%	-15.4%	13.4%	17.7%	0.0%	11.1%	?	1.8	2.4%	-0.2%
